Screening results: PubChem BioAssay, Vanderbilt High Throughput Screening Facility
GluA2 TARP mod = modulators of GluA2-stargazin AMPA receptor complexes, primary screen, cell-based, membrane potential dye | 3.5% of 40,000 active | AID 1259245, 2017 | HEK293 GluA2+stargazin, membrane potential dye (FDSS), glutamate EC50; hits were called plate by plate, in both directions | calls only at 30 µM | Voltage-dependent calcium channel gamma-2 subunit (Mus musculus) + Glutamate receptor 2 …;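 active = any of four per-well response measures lying three or more SD from its plate-wide compound average, in either direction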
Target sequence (O88602 whole entry, looked up): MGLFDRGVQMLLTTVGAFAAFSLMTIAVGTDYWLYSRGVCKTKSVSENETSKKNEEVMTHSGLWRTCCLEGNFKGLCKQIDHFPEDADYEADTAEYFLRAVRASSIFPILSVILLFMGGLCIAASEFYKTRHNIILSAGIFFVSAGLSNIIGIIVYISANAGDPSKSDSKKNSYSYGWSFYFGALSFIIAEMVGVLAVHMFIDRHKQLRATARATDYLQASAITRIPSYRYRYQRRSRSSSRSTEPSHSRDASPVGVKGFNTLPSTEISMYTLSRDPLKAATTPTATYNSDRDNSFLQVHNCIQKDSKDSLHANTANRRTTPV
Target sequence (P19491 whole entry, looked up): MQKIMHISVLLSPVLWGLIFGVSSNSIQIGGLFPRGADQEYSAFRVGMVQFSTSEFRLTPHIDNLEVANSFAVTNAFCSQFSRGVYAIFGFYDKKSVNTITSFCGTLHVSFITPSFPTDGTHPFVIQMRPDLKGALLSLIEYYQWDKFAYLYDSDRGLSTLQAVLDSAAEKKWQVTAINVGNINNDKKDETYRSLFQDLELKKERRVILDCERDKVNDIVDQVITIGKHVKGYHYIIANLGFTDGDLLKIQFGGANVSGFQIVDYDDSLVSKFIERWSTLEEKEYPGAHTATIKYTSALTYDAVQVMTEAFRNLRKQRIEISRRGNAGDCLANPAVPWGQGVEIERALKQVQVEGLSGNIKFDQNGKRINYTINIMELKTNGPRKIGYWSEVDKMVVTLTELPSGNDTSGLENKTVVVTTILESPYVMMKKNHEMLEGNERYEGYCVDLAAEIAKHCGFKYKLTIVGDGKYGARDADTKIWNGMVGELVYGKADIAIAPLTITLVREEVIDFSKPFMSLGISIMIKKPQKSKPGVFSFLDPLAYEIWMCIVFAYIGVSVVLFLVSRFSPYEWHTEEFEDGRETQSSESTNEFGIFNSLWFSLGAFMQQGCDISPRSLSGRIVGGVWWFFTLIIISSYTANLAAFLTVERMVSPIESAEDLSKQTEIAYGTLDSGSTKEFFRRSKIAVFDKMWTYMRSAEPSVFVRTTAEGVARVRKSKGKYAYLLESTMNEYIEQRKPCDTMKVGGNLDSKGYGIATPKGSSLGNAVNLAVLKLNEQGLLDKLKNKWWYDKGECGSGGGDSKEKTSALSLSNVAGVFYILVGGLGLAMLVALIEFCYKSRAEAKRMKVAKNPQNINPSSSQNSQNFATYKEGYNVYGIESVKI
GluA2 TARP mod agonism max-min = recorded beside GluA2 TARP mod, whose call it bears; compound max-min signal; compound-alone response (agonism);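 unitless range of fluorescence divided by baseline over first 100 seconds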
GluA2 TARP mod glutamate slope = second read-out of GluA2 TARP mod, no call of its own (marks repeat the call); glutamate slope, % of max; measured here: glutamate response slope, % max;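 scaled per plate between vehicle wells and maximal 1 mM glutamate control wells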
Starred values were filed as active, the others as inactive; i = inactive; + = active, no number; & = joins results of further samples. These rows are one share of the data (hit frequency here may not be typical).

| structure | GluA2 TARP mod | GluA2 TARP mod agonism max-min | GluA2 TARP mod glutamate slope |
| --- | --- | --- | --- |
| COC(=O)c1ccc(CN2CCC(c3nnc(C)s3)CC2)cc1 | i | 0.07 | 56 |
| Cc1c(C)n2c3c(=O)n(C/C=C/c4ccccc4)c(=O)n(C)c3nc2n1-c1ccccc1O | i | 0.077 | 35 |
| COc1ccc(C(=O)CC#N)cc1OC | i | 0.073 | 44 |
| CC(C)c1nnc(C2CCN(C(=O)c3cncc(Br)c3)CC2)o1 | i | 0.11 | 60 |
| O=C(NCCn1nc(-c2cccs2)ccc1=O)NC1CCCCC1 | i | 0.039 | 49 |
| Cc1cc(C)c(S(=O)(=O)NC(C)(C)C)cc1N(C)S(=O)(=O)c1ccc(Cl)cc1 | i | 0.052 | 74 |
| COc1ccc(NC(=O)CSc2nnc(C)c3ccccc23)c(OC)c1 | i | 0.098 | 78 |
| COc1ccc(S(=O)(=O)Nc2nc(CCC(=O)N3CCCC3)cs2)cc1 | i | 0.099 | 61 |
| O=C(Nc1cc(-c2cccs2)nn1CCO)c1ccccc1C(F)(F)F | i | 0.13 | 62 |
| CCS(=O)(=O)c1ccc(CC(=O)Nc2nc(-c3ccccn3)cs2)cc1 | i | 0.085 | 46 |
| O=C(c1c(F)cccc1Cl)N1CCN(c2nccn2-c2ccccc2F)CC1 | i | 0.056 | 22 |
| Nc1c(C(=O)NCCc2ccccc2)nnn1-c1ccc(Cl)cc1 | i | 0.07 | 50 |
| N#C/C(=C\N1CCN(c2cccc(Cl)c2)CC1)C(=O)NCCc1ccccc1 | i | 0.12 | 83 |
| COc1ccc(Cl)cc1NC(=O)c1ccoc1 | i | 0.13 | 66 |
| COc1ccc(C(=O)NC(=S)N2CCOCC2)cc1I | i | 0.092 | -5 |
| CCOc1ccc(-c2ccc(=O)n(CCCC(=O)Nc3ccc(CC)cc3)n2)cc1 | i | 0.018 | 29 |
| O=c1nc(SCc2ccc(Cl)cc2Cl)c2c(n1CC1CCCO1)CCC2 (stereo not drawn) | i | 0.1 | 47 |
| Cc1ccc(C(CNC(=O)C(=O)NCCc2ccccc2)N2CCOCC2)cc1 (stereo not drawn) | i | 0.035 | 61 |
| CCOC(=O)Cn1c(=O)c2c(nc3n(C4CCCCC4)c(C)cn23)n(C)c1=O | i | 0.055 | 34 |
| COCCn1nnn(-c2ccc(NC(=O)Nc3ccc4c(c3)OCO4)cc2)c1=O | i | 0.14 | 51 |
| O=C(Cn1nc2ccc(SCc3ccc(Cl)cc3)nn2c1=O)NCc1ccccc1 | i | 0.13 | 68 |
| CC(Oc1ccc(F)cc1)C(=O)NCCCn1nc(-c2ccc(Cl)cc2)ccc1=O (stereo not drawn) | i | 0.055 | 62 |
| COc1cc([N+](=O)[O-])ccc1NC(=O)CCCS(=O)(=O)c1ccc(C)cc1 | i | 0.11 | 66 |
| CCn1c(=O)c2nscc2n(CC(=O)Nc2ccccc2C(F)(F)F)c1=O | i | 0.065 | 49 |
| CCCOc1ccccc1C1NC(=O)NC(C)=C1C(=O)OCc1ccccc1 (stereo not drawn) | i | 0.11 | 56 |
| CCOC(=O)c1c(NCc2ccc(OC)cc2)c2cccc(Cl)c2[nH]c1=O | i | 0.11 | 63 |
| Cc1cc(C)cc(OCCNC(=O)Cn2cnc(C)cc2=O)c1 | i | 0.089 | 60 |
| COc1ccc(CCNC(=O)CC2NCCNC2=O)cc1OC (stereo not drawn) | i | 0.084 | 49 |
| COc1cccc(CNC(=O)C(=O)NCc2cccs2)c1 | i | 0.08 | 65 |
| COc1ccc(C)cc1NC(=O)CCCn1nc(-c2ccc(C)cc2)ccc1=O | i | 0.047 | 29 |
| COc1ccccc1C(=O)NCC1CCN(C(=O)Nc2ccc(F)cc2)CC1 | i | 0.048 | 53 |
| COc1ccc(CNc2nc(=S)[nH]c3ccccc23)cc1 | i | 0.088 | 82 |
| O=S(=O)(c1ccc(F)c(Cl)c1)N1CCC(Cn2cnc3ccccc32)CC1 | i | 0.077 | 71 |
| CSc1nnc(SCc2nc3ccccc3n2C)s1 | i | 0.084 | 37 |
| COc1cccc(C(=O)Nc2ccc(C)c(N3CCCCC3=O)c2)c1OC | i | 0.095 | 60 |
| COC(=O)C(C)Oc1ccc2c(c1)O/C(=C\c1c(F)cccc1Cl)C2=O (stereo not drawn) | i | 0.2 | 83 |
| CSc1cccc(NC(=O)CSc2ncc(S(=O)(=O)c3cccs3)c(N)n2)c1 | i | 0.14 | 71 |
| COc1ccc(NC(=O)NCC(O)Cc2ccccc2)cc1OC (stereo not drawn) | i | 0.15 | 55 |
| COc1cccc(-c2nc(C(N)=O)c3[nH]c(=O)n(-c4cccc(OC)c4)c3n2)c1 | i | 0.094 | 52 |
| CC(Oc1ccccc1)C(=O)N1CCN(Cc2nnnn2-c2ccc(F)c(F)c2)CC1 (stereo not drawn) | i | 0.059 | 65 |
| CC1CCCCN1C(=O)c1ccc(Oc2ncccn2)cc1 (stereo not drawn) | i | 0.08 | 67 |
| Cc1ccc(C(C)C)cc1OCCOCCN1CCNCC1 | i | 0.037 | 37 |
| CN(C)S(=O)(=O)c1ccc(C(=O)NCCn2ncc3c(NCc4ccco4)ncnc32)cc1 | i | 0.14 | 74 |
| O=C(Cc1cccc2ccccc12)Nn1cnc2c(cnn2-c2ccccc2)c1=O | i | 0.077 | 81 |
| CCS(=O)(=O)NCC1COC2(CCCCC2)O1 (stereo not drawn) | i | 0.1 | 75 |
| CC(O)(CNC(=O)Cn1c(=O)oc2ccccc21)c1ccc2c(c1)OCO2 (stereo not drawn) | i | 0.11 | 54 |
| CN(C)C(CNC(=O)C(=O)Nc1ccc2c(c1)OCO2)c1ccccc1 (stereo not drawn) | i | 0.05 | 89 |
| Cc1ccc(Cl)cc1S(=O)(=O)Nc1ccc2c(c1)N(C(=O)c1cccs1)CC2 | i | 0.096 | 50 |
| CCOC(=O)C1=C(C)N=c2s/c(=C/c3cnn(C)c3C)c(=O)n2C1c1ccc(OC)cc1 (stereo not drawn) | i | 0.12 | 82 |
| Cc1nc2sccn2c1-c1nnc(SCC(=O)N2CCN(c3ccccc3)CC2)n1C | i | 0.093 | 49 |
| COc1cc2ccccc2cc1C(=O)Nc1nnc(-c2ccc(C)cc2C)o1 | i | 0.11 | 58 |
| CCOC(=O)C1CCN(C(=O)Cc2cc(-c3ccccc3F)on2)CC1 | i | 0.045 | 38 |
| COc1cccc(C(=O)Nc2nnc(-c3cc(OC)cc(OC)c3)o2)c1 | i | 0.12 | 50 |
| Cc1ccc(Oc2ccc(NC(=O)Cc3c[nH]c4ccccc34)cc2)nn1 | i | 0.12 | 63 |
| O=C(Cc1ccc(Cl)cc1)NCCCN1CCOC(c2ccccc2)C1 (stereo not drawn) | i | 0.035 | 33 |
| CC(C)c1cc(=O)[nH]c(-n2nc(C3CC3)cc2NC(=O)COc2ccc3ccccc3c2)n1 | i | 0.063 | 55 |
| CCC(=O)N(C)c1ccc(Oc2ccc(C)nn2)cc1 | i | 0.093 | 70 |
| COc1cccc2sc(NC(=O)Cc3ccc(S(C)(=O)=O)cc3)nc12 | i | 0.11 | 54 |
| COc1ccc(S(=O)(=O)NCC(c2ccco2)N(C)C)cc1 (stereo not drawn) | i | 0.093 | 59 |
| Cc1cccc(Nc2ccc(N3CCN(S(=O)(=O)N(C)C)CC3)nn2)n1 | + | 0.34* | 26* |

More compounds follow.
| structure | GluA2 TARP mod | GluA2 TARP mod agonism max-min | GluA2 TARP mod glutamate slope |
| --- | --- | --- | --- |
| COc1ccc(OC)c(N2CC(C(=O)Nc3ccc(F)cc3)CC2=O)c1 (stereo not drawn) | i | 0.13 | 63 |
| OC(COc1c(F)cc(Br)cc1F)CN1CCN(c2ccc(F)cc2)CC1 (stereo not drawn) | i | 0.043 | 55 |
| COc1cn(CC(=O)Nc2ccc(Br)cc2)c(CSc2nccn2C)cc1=O | i | 0.045 | 50 |
| COc1ccc(C)cc1S(=O)(=O)NCCN1CCC(c2cccs2)CC1 | i | 0.066 | 61 |
| O=C(COc1ccccc1)N1CCC(CNC(=O)C2(c3cccs3)CCCC2)CC1 | i | 0.075 | 65 |
| COCCn1c(SCC(=O)c2ccccc2)nc2cc(C(=O)OC)ccc2c1=O | i | 0.067&0.019 | 52&127 |
| NS(=O)(=O)c1ccc(CCNC(=O)C2CCCN(C(=O)NC3CC3)C2)cc1 (stereo not drawn) | i | 0.093 | 57 |
| COc1cc(OC)cc(-c2noc(CCn3c(=O)[nH]c4ccccc4c3=O)n2)c1 | i | 0.17 | 76 |
| COc1ccc2nc(-c3ccc(NC(=O)Nc4cccs4)cc3)cn2n1 | i | 0.16 | 65 |
| CCOC(=O)c1c(NC(=O)c2ccc(S(=O)(=O)N(C)C3CC3)cc2)sc2c1CCN(CC)C2 | + | 0.2* | 88* |
| COc1ccc(NC(=O)c2ccccc2C(F)(F)F)cc1N1CCCCC1=O | i | 0.032 | 54 |
| Cc1ccc(CNC(=O)c2ccc3c(=O)n4c(nc3c2)SCC4)cc1 | i | 0.13 | 50 |
| Cc1noc(C)c1CN1CCN(S(=O)(=O)CCN2C(=O)CCCC2=O)CC1 | i | 0.1 | 68 |
| CCCN1C(=O)NC2(CCN(C(=O)c3ccc(-c4ccccc4)cc3)CC2)C1=O | i | 0.073 | 33 |
| O=C(Nc1ccc(SCC(=O)N2CCc3ccccc32)nn1)c1ccccc1 | i | 0.03 | 38 |
| CC1=C(C(=O)Nc2ccccc2F)C(c2cccs2)NC(=S)N1 (stereo not drawn) | i | 0.052 | 53 |
| CN(C)S(=O)(=O)N1CCN(S(=O)(=O)N2CCCCCC2)CC1 | i | 0.07 | 54 |
| COc1ccc(-n2c(O)c(/C=C3/C=Nc4ccccc43)sc2=S)cc1 | i | 0.05 | 49 |
| Cc1cccc(-n2ncc3c(=O)n(CC(=O)N4CCCCC4)cnc32)c1C | i | 0.11 | 58 |
| CCCNC(=O)CSc1cc(N2CCN(c3ccccc3F)CC2)ncn1 | i | 0.066 | 69 |
| COCCCn1c(C(=O)Nc2ccccc2C(=O)OC)cc2c(=O)n(C)c(=O)n(C)c21 | i | 0.2 | 52 |
| O=C(C1=COCCO1)N1CCN(c2ccccc2)CC1 | i | 0.035 | 40 |
| Cn1c(=O)[nH]c(=O)c2c1nc(Br)n2CCCl | i | 0.038 | 42 |
| COc1ccc(S(=O)(=O)CCCC(=O)Nc2nc3c(SC)cccc3s2)cc1 | i | 0.099 | 63 |
| COc1cc(NC(=O)c2cccs2)ccc1N1CCCCC1=O | i | 0.083 | 57 |
| COc1ccc(N=C(NN)c2ccccc2)cc1 | i | 0.052 | 11 |
| COc1cccc(C(CNC(=O)c2ccc3c(c2)OCO3)N2CCOCC2)c1 (stereo not drawn) | i | 0.064 | 61 |
| O=C(Nc1cccc([N+](=O)[O-])c1)C(=O)N1CCN(c2cccc(Cl)c2)CC1 | + | 0.12* | 5.7* |
| O=C(COc1ccc(C(=O)c2ccccc2)cc1)NCCn1nc(-c2cccs2)ccc1=O | i | 0.076 | 61 |
| NC(=O)c1ccc(NC(=O)C(=O)N2CCN(c3cccc(Cl)c3)CC2)cc1 | i | 0.14 | 56 |
| O=C(Nc1nc(-c2ccncc2)cs1)C1CCCN(S(=O)(=O)c2ccc(Cl)s2)C1 (stereo not drawn) | i | 0.059 | 63 |
| CCc1ccc(N2CCn3c2nc2c3c(=O)n(C)c(=O)n2C)cc1 | i | 0.13 | 68 |
| O=C(NCC(O)(c1cccs1)C1CC1)C1COc2ccccc2O1 (stereo not drawn) | i | 0.11 | 40 |
| O=C(CCCS(=O)(=O)c1ccc(Cl)cc1)Nc1nc2c(Br)cccc2s1 | i | 0.099 | 53 |
| COc1ccc(S(=O)(=O)N2CCOC2CNC(=O)C(=O)NCCCN2CCOCC2)cc1C (stereo not drawn) | i | 0.056 | 58 |
| COc1ccc(C)cc1NC(=O)NCCNc1cc(-n2nc(C)cc2C)ncn1 | i | 0.11 | 61 |
| CC(C)(C)NC(=O)N1CCC(c2nnc(C3CC3)o2)CC1 | i | 0.081 | 56 |
| Cc1nnc(CNC(=O)C(=O)NCCc2ccccc2)o1 | i | 0.14 | 48 |
| O=C(CCN1C(=O)c2ccccc2S1(=O)=O)Nc1nccs1 | i | 0.055 | 67 |
| O=S(=O)(Nc1ccc(Br)cc1)N1CCCCCC1 | + | 0.18* | 39* |
| CC(C)COC(=O)Nc1ccccc1C(=O)N1CCOCC1 | i | 0.056 | 28 |
| COC1CCN(S(=O)(=O)c2ccc(Br)s2)CC1 | i | 0.056 | 54 |
| COc1ccc(OC)c(-c2ccc(=O)n(CC(=O)Nc3ccc(C(C)=O)cc3)n2)c1 | i | 0.067 | 93 |
| COc1cccc(C(=O)Nc2nn(C)c3c2C(c2ccccc2)CC(=O)N3)c1 (stereo not drawn) | i | 0.12 | 65 |
| CC(C)NC(=O)Nc1ccc(CN2CCN(C)CC2)cc1 | i | 0.11 | 57 |
| O=C(NCC(O)c1ccc(C(F)(F)F)cc1)Nc1c(F)cccc1F (stereo not drawn) | i | 0.12 | 39 |
| Cn1cccc1C(O)CNC(=O)C1CC1 (stereo not drawn) | i | 0.11 | 69 |
| O=C(CSc1nc(=O)n(CCO)c2c1CCC2)NCc1ccccc1Cl | i | 0.048 | 57 |

In another format: 4 of the compounds above.
> O=C(CCCS(=O)(=O)c1ccc(Cl)cc1)Nc1nc2c(Br)cccc2s1
- GluA2 TARP mod: i
- GluA2 TARP mod agonism max-min: 0.099
- GluA2 TARP mod glutamate slope: 53
> CC(C)(C)NC(=O)N1CCC(c2nnc(C3CC3)o2)CC1
- GluA2 TARP mod: i
- GluA2 TARP mod agonism max-min: 0.081
- GluA2 TARP mod glutamate slope: 56
> CC(C)NC(=O)Nc1ccc(CN2CCN(C)CC2)cc1
- GluA2 TARP mod: i
- GluA2 TARP mod agonism max-min: 0.11
- GluA2 TARP mod glutamate slope: 57
> COC1CCN(S(=O)(=O)c2ccc(Br)s2)CC1
- GluA2 TARP mod: i
- GluA2 TARP mod agonism max-min: 0.056
- GluA2 TARP mod glutamate slope: 54
